Screening data from PubChem.
POLI inh: DNA polymerase iota (human) inhibition. Q9UNA4. Pol iota fluorescent replication assay, 10 min. Potency, µM (titrated, usually from 115 µM), inactives show at the top dose activity, negative = inhibition, usual class: inhibitors. 1% of 390,000 active. AID 588590
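Fluorescent replication assay read twice, at 0 min and 10 min after adding 50 nM (final) substrate. Enzyme (10 nM) and compounds were first incubated 15 min at room temperature; enzyme-free buffer wells were negative controls.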
Tb PGK inh: blocks T. brucei phosphoglycerate kinase; PGK/GAPDH coupled, Kinase-Glo luminescence, 60 min; 0.043% of 380,000 active; P07378; Potency, µM (series often up to 57.5 µM), without a hit: at the top dose activity change, negative = inhibition, hits mostly inhibitors; AID 602233; also: % is scaled to controls: 0 for no effect and ±100 for the full control effect; nearly all actives have a fitted effect of over 60% in size
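Luminescent ATP detection (Kinase-Glo Plus) follows a 60-minute room-temperature incubation, with wells lacking PGK as controls. Buffer: 100 mM TEA (pH 7.6), 5 mM MgCl2, 0.01% Tween-20. Coupling enzyme GAPDH (100 nM final) supplies unstable 1,3-BPG in-well.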
Pin1 inhibitor: blocks the human prolyl isomerase Pin1; Potency, µM (highest dose often 115 µM), without a hit: at the highest dose activity, negative = inhibition, hits mostly inhibitors; 0.009% of 390,000 active; Q13526; Pin1 FP peptide displacement, HiFluor488, 10 min; active = well fitted inhibition curve with a large enough effect in the polarisation, with a control signal flat, not every such curve was filed as active; inconclusive = small, poorly fitted or top-dose-only effect, or effect the other way, or a change in a side signal; inactive = no such curve, though single readings can be large or run the other way; the % refers to the polarisation; also: % is scaled to controls: 0 for no effect and ±100 for the full control effect
HP1b chromo inh: HP1-beta chromodomain-methylated histone interaction inhibition | P83916 | AlphaScreen HP1-beta / biotin-H3K9me3 peptide binding | Potency, µM (doses to about 114 µM), for the others: top-dose activity change, negative = inhibition, actives largely listed as inhibitors | 0.56% of 390,000 active | AID 540317; also: nearly all actives have a fitted effect of over 70% in size; inactives centre near 23
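Compound inhibition of the preformed complex between 50 nM HP1-beta and 50 nM biotinylated H3K9me3 peptide was read by AlphaScreen. Buffer was PBS pH 7.4 with 0.01% Tween-20. Incubations ran 30 min at room temperature, with 10 ug/mL donor/acceptor beads.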
G9a block: inhibitors of human histone lysine methyltransferase G9a; Q96KQ7; G9a H3K9 monomethylation, AlphaScreen, 2 h; Potency, µM (titrated, usually from 102 µM), without a hit: at the highest dose activity, negative = inhibition, hits mostly inhibitors; 8.8% of 350,000 active; AID 504332; also: % is scaled to controls: 0 for no effect and ±100 for the full control effect; nearly all actives have a fitted effect of over 75% in size
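Step 1: enzyme (final 20 nM) with compound, 15 min RT. Step 2: substrate peptide 500 nM and SAM 20 uM, 2 h RT. Step 3: anti-H3K9me1 antibody and AlphaScreen beads, 10 min, then plate read.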
BAZ2B block: blocks human BAZ2B; AlphaScreen BAZ2B-H3K14Ac peptide displacement; 4.4% of 360,000 active; Potency, µM (series often up to 114 µM), without a hit: at the top dose activity change, negative = inhibition, hits mostly inhibitors; Q9UIF8; AID 504333; also: % is scaled to controls: 0 for no effect and ±100 for the full control effect; nearly all actives have a fitted effect of over 60% in size
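Compounds, titrated to a top concentration of 110 uM, were incubated 30 min at room temperature with preformed BAZ2B/acetyl-K14 H3 peptide complex (50 nM each). Proximity signal was measured by AlphaScreen after 20 min with beads.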
BLM helicase inh: Bloom syndrome helicase (human) inhibition; P54132; recombinant BLM DNA unwinding, fluorescence dequenching; Potency, µM (series often up to 56.1 µM), for inactives: top-dose activity change, negative = inhibition, usual class: inhibitors; 0.2% of 350,000 active; AID 2528;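 also: plate controls were vehicle for no effect and no enzyme for full effect; nearly all actives have a fitted effect of over 35% in size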
GLS inh: blocks human kidney-isoform glutaminase activity; O94925; GLS enzymatic activity, qHTS titration; Potency, µM (top dose mostly 45.5 µM), for inactives: at the highest dose activity change, negative = inhibition, usual class: inhibitors; 0.21% of 410,000 active; AID 624170; also: % is scaled to controls: 0 for no effect and ±100 for the full control effect
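Compounds were pin-transferred onto hKGA, after which L-glutamine (1 mM solution) and a detection mix of glutamate oxidase, HRP and Amplex Red were added. Initial and 30 min RT fluorescence reads were collected.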
JMJD2A Tudor inh: JMJD2A Tudor domain (human) inhibition. AlphaScreen JMJD2A-Tudor / H3K4me3 peptide binding. Potency, µM (series often up to 114 µM), inactives show top-dose activity change, negative = inhibition, most hits filed as inhibitors. 4.4% of 390,000 active; also: % is scaled to controls: 0 for no effect and ±100 for the full control effect; nearly all actives have a fitted effect of over 50% in size
Target sequence (O75164 whole entry, looked up, the tested form may be a part): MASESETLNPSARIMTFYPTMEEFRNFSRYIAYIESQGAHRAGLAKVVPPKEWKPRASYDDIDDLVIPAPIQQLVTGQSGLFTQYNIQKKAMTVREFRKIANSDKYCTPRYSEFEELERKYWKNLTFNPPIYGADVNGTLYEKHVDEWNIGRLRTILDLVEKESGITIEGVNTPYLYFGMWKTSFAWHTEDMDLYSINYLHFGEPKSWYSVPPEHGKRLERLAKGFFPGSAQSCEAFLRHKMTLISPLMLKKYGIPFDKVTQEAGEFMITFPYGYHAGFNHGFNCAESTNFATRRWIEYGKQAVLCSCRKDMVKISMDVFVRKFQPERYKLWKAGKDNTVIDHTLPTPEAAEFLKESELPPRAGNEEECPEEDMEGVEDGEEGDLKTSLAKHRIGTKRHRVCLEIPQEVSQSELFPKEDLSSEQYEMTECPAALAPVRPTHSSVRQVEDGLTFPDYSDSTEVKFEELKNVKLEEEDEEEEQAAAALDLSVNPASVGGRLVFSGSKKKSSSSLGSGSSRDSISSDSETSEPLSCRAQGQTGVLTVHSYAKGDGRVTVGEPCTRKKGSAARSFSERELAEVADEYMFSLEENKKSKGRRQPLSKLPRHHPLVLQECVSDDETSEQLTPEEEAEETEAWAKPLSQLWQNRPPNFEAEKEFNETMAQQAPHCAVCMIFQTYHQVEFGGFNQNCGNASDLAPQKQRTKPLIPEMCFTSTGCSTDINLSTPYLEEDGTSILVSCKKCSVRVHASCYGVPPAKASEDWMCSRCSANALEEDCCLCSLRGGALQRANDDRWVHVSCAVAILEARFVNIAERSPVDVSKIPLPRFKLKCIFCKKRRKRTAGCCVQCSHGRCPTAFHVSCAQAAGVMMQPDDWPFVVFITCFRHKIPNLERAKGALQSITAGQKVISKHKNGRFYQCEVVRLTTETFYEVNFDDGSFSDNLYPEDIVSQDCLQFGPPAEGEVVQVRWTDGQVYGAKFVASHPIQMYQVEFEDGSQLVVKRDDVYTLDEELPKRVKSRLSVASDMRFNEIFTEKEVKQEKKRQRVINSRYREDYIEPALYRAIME
The depositor's hits bear a star; i = inactive; ? = inconclusive; / = not tested or not shown; [ ] = remark or other dose. Unless noted, calls follow the shape of the dose curve; as a rule, active = well fitted curve in the direction sought with a large enough effect; inconclusive = small, poorly fitted or top-dose-only effect, or another doubt; inactive = no such curve, though single readings can be large; an effect the other way counts as inactive or inconclusive. Potency is read from the fitted curve at half-maximal effect. Some of the compounds tested; count on the stated rates, not on these rows.

SMILES	POLI inh	Tb PGK inh	Pin1 inhibitor	HP1b chromo inh	G9a block	BAZ2B block	BLM helicase inh	GLS inh	JMJD2A Tudor inh
CC(=O)NC12CC3CC(C1)CC(C(=O)Nc1ccc(C)c(S(=O)(=O)N4CCCCCC4)c1)(C3)C2	1%	-8%	0%	2%	/	/	/	12%	-17%
COCCCNC(=O)c1c(N)n(/N=C/c2cccnc2)c2nc3ccccc3nc12	43%[activator]	i	6%	25%	11%[12.7 µM]	13%	-3%	-2%	4%
COC(=O)c1ccccc1NC(=O)N1CCN(c2ccc(F)cc2)CC1	38%[activator]	i	1%	24%	-103%	-29%	-9%	4%	-25%
COc1cc(-c2nnc(SC(C)C(=O)Nc3c(C)n(C)n(-c4ccccc4)c3=O)o2)cc(OC)c1OC (centres undefined)	52%[activator]	-7%	1%	35%	3%[59 µM]	1%	-5%	3%	-4%
CC1(OC(=O)C2CCCC2)C(=O)C=C2C=C(c3ccsc3)N(c3ccccc3)C=C2C1=O (centres undefined)	15%	-3%	-10%	?	15%[12.7 µM]	?	4%[12.4 µM]	-1%	?
COC(=O)C1=C(C(=O)OC)[C@@H]2N(Cc3ccccc3)c3ccccc3[C@@]23C[C@@H](C(=O)OC)N(C(=O)CC(C)C)C3=N1	6%	1%	0%	15%	-10%[12.7 µM]	-18%	-7%[12.4 µM]	-6%	-26%
O=C(COC(=O)c1nc(Cl)ccc1Cl)c1ccccc1Cl	3%	-2%	1%	37%	-30%[12.7 µM]	15%	/	1%	-6%
Cc1ccc(OCc2cc(C(=O)NCc3cc(F)ccc3C)no2)cn1	7%	0%	-2%	66%[activator]	-7%[12.7 µM]	4%	-3%	2%	-10%
COCCCNc1nc2c(S(=O)(=O)c3ccccc3)nnn2c2ccc(Cl)cc12	27%	3%	3%	23%	3%[59 µM]	-2%	-6%	-4%	2%
NC(=O)[C@@H]1CC2(CC(c3cccc(NC(=O)COc4ccc(Cl)cc4)c3)=NO2)CN1C(=O)c1ccccc1 (some centres undefined)	?	-10%	5%	22%	-36%[59 µM]	-23%	-9%	-8%	-20%

The last 5 compounds of the section before lead into the next.
SMILES	POLI inh	Tb PGK inh	Pin1 inhibitor	HP1b chromo inh	G9a block	BAZ2B block	BLM helicase inh	GLS inh	JMJD2A Tudor inh
COC(=O)C1=C(C(=O)OC)[C@@H]2N(Cc3ccccc3)c3ccccc3[C@@]23C[C@@H](C(=O)OC)N(C(=O)CC(C)C)C3=N1	6%	1%	0%	15%	-10%[12.7 µM]	-18%	-7%[12.4 µM]	-6%	-26%
O=C(COC(=O)c1nc(Cl)ccc1Cl)c1ccccc1Cl	3%	-2%	1%	37%	-30%[12.7 µM]	15%	/	1%	-6%
Cc1ccc(OCc2cc(C(=O)NCc3cc(F)ccc3C)no2)cn1	7%	0%	-2%	66%[activator]	-7%[12.7 µM]	4%	-3%	2%	-10%
COCCCNc1nc2c(S(=O)(=O)c3ccccc3)nnn2c2ccc(Cl)cc12	27%	3%	3%	23%	3%[59 µM]	-2%	-6%	-4%	2%
NC(=O)[C@@H]1CC2(CC(c3cccc(NC(=O)COc4ccc(Cl)cc4)c3)=NO2)CN1C(=O)c1ccccc1 (some centres undefined)	?	-10%	5%	22%	-36%[59 µM]	-23%	-9%	-8%	-20%
COC(=O)CC1C(=O)NCCN1C(=S)Nc1cccc(C)c1 (centres undefined)	12%	i	5%	41%[activator]	23%[59 µM]	-5%	-12%	8%	-9%
CSc1nc2ccccc2n1CC(=O)Nc1ccccc1	1%	-5%	-1%	24%	33%	19%	1%	-3%	-10%
Cc1ccc(-n2nc(-c3ccco3)cc2C(=O)O)cc1	18µM*	-20%	?	5%	?	79µM*	0%	11µM*	-2%[11.4 µM]
COCCn1c(=N)c(C(=O)NCCc2ccc(OC)cc2)cc2c(=O)n3cccc(C)c3nc21	-3%	i	1%	35%	9%	8%	-3%	-17%	-1%
O=C1CC(C(=O)N2CCCc3ccccc32)CN1c1ccc(F)cc1 (centres undefined)	17%	-7%	5%	22%	24%[59 µM]	4%	1%	-3%	-7%
O=C(Nc1ccc(Br)cc1)c1ccc2ncsc2c1	?	5%	1%	14%	45µM*	-2%	-4%	0%	-8%
COc1ccc(OC)c(-c2csc(NC(=O)C3CSC4(C)CCC(=O)N34)n2)c1 (centres undefined)	-5%	-2%	0%	-2%	-37%[59 µM]	-1%	/	8%	-27%
OCC[C@H]1C[C@@H](O)[C@H](O)[C@@]2(OCCc3ccccc32)O1	1%	4%	-8%	23%	-2%[2.33 µM]	-5%	/	14%	?
COCCNC(=S)N/N=C(\C)c1ccc(OC(F)F)cc1	22%	i	-4%	22%	47%[59 µM]	-20%	-3%	11%	-11%
Cc1c(/C(Cc2ccccc2)=N/O)c2ccccc2n1C	4%	0%	3%	12%	?	-6%	-3%	10%	-21%
N#C/C(=C/C1=C(N2CCOCC2)C(=C/c2ccc(Cl)cc2)/CC1)C(=O)Nc1ccccc1F	-2%	-13%	?	-33%	/	/	/	-7%	-31%
CCCSc1nc(N2CCOCC2)c2c(c1C#N)CCCC2	9%	-9%	5%	100%	101%[activator]	29%	-9%	10%	44%[activator]
O=C(CCCc1ccccc1)Nc1ccnn1C1CCN(Cc2ccccc2F)CC1	27%	-7%	4%	20%	21%	-12%	-1%	-1%	-17%
CC(C)c1cccc(OCC(=O)Nc2ccc(S(=O)(=O)Nc3ccccn3)cc2)c1	?	4%	1%	9%	-14%[59 µM]	-7%	-5%	4%	-15%
COc1cccc(-c2csc(/C(C#N)=C/Nc3cc4oc5ccccc5c4cc3OC)n2)c1	95%[activator]	-1%	2%	36%	3%[59 µM]	-4%	-3%	-11%	12%
CCCNC(=O)C1=C(C)C(=O)OC12CCC(C)CC2 (centres undefined)	?	3%	-16%	21%	?	11%	3%	-11%	-8%
CC(C)(C)c1ccc(S(=O)(=O)N2CCN(CC(=O)N3CC(=O)Nc4ccccc43)CC2)cc1	35%	-3%	0%	13%	-11%[12.7 µM]	-5%	/	-2%	-24%
Cc1ccc(-n2nc3ccc(NC(=O)c4oc5ccc(C)cc5c4C)cc3n2)cc1	?	4%	-1%	4%	?	?	-6%	-9%	-34%
Cc1cccc(Cn2c(CN3CCCC(C)C3)nc3c2c(=O)n(C)c(=O)n3C)c1 (centres undefined)	-5%	-2%	3%	45%[activator]	5%[59 µM]	/	-1%	-1%	-5%
O=C(Nc1ccc(Cl)cc1)C1CC2CCCC(C1)C2=O (centres undefined)	14%	0%	0%	14%	4%[59 µM]	18%	-4%	6%	1%
COc1ccc(NC(=O)CSc2ccc(-c3sc(C)nc3C)nn2)cc1OC	?	8%	-2%	12%	?	-15%	3%	8%	-8%
O=c1[nH]c(N2CCN(Cc3ccccc3)CC2)nc2c1CCC2	26%	-1%	1%	-15%	/	2%	-3%	-2%	-5%
CCOC(=O)O[C@]1(C(=O)COC(=O)CC)CC[C@H]2[C@@H]3CCC4=CC(=O)C=C[C@]4(C)[C@H]3[C@@H](O)C[C@@]21C	-5%	-11%	5%	55%[activator]	1%[59 µM]	2%	/	-1%	-10%
O=C1c2ccccc2C(=O)N1CC(O)COc1ccccc1Cl (centres undefined)	-8%	i	-10%	18%	-6%	9%	-4%	-1%	-12%
COc1ccc(C)cc1NC(=O)C1C2C=CC(C2)C1C(=O)O (centres undefined)	0%	-2%	-4%	10%	-38%	3%	0%	13%	-27%
Cc1c2cnn(CC(=O)NCc3ccccn3)c(=O)c2c(C)n1Cc1ccccc1	12%	-8%	0%	15%	/	-11%	6%	-1%	-24%
CNC(=O)c1cc2cccc(OC)c2oc1=O	6%	-5%	3%	20%	17%[59 µM]	2%	3%	8%	-5%
COc1ccc(CC(=O)N(Cc2ccccc2)c2ccc(C)cc2)cc1OC	11%	-7%	-4%	16%	12%	-13%	-8%	4%	-24%
Cn1cc(/C=C(\NC(=O)c2ccccc2Cl)C(=O)NCCCn2ccnc2)c2ccccc21	21%	3%	5%	15%	-8%[0.0925 µM]	?	3%	7%	-20%
O=C(CN1CCOC1=O)N1CCCC(N2CCN(c3cccc(C(F)(F)F)c3)CC2)C1 (centres undefined)	10%	2%	4%	27%[57 µM]	-17%	-10%	0%	5%	-18%
CC(C)[C@H](NC(=O)N1CC(=O)Nc2ccccc21)C(=O)N1CCC[C@H]1C(=O)O	?	-9%	-2%	11%	?	-3%	1%	2%	-11%
c1ccc(-c2nc(-c3ccco3)cs2)nc1	?	2%	36%[activator]	-26%	?	6%	-1%	20%	-36%
Cc1ccc(S(=O)(=O)N/N=C/c2ccc(O)cc2O)cc1[N+](=O)[O-]	-12%	-3%	?	-3%	45µM*	2%	-9%	?	-27%
CCN1CCN(CCCN(Cc2ccco2)C(=S)Nc2ccc(C)c(Cl)c2)CC1	-8%	?	-4%	27%	35µM*	-29%	2%	-16%	-24%
O=C1CC(c2ccccc2)CC(O)=C1C=Nc1ccccc1 (centres undefined)	87%[activator]	-1%	0%	-4%	2%	7%	-6%	0%	?
Cc1cccc(CCNC(=O)CNS(=O)(=O)c2ccc3nc(C)sc3c2)c1	12%	4%	1%	35%	6%	-19%	2%	-5%	-18%
CCOC(=O)c1ccc(NC(=O)CC2C(=O)N(c3ccccc3)C(=O)N2Cc2ccc(C)cc2)cc1 (centres undefined)	35%[activator]	-3%	3%	32%	9%[59 µM]	-12%	-12%	4%	-11%
N#CCSc1nnc(C2CCCCC2)n1Cc1ccccc1	348%[activator]	2%	4%	34%	1%	-2%	1%	5%	-5%
Cc1cc(C(=O)OCC(=O)NC2CCCCC2C)c2ccccc2n1 (centres undefined)	16%	i	4%	41%	/	/	/	-3%	-4%
COC(=O)c1ccc(NC(=O)CN(c2ccc(OC)cc2)S(C)(=O)=O)cc1	3%	i	6%	-1%	-6%[59 µM]	2%	-5%	-15%	-19%
COc1ccc(C(=O)N2CCN(c3ccc(NC(=O)Cc4ccccc4)cc3)CC2)cc1	55%[activator]	i	-5%	19%	/	-2%	-3%	-7%	-14%
Fc1ccc(F)c(C2=NNC(=Nc3ccccc3F)SC2)c1	30%[activator]	-2%	1%	-7%	10%[59 µM]	-31%	-2%	3%	-34%
